# Rat MKP-3 inhibitors: MKP-3 phosphatase inhibitors, primary screen, biochemical, rat enzyme, in vitro (AID 425); inhibition, % at 20 µM; hits with a dose series show IC50 in µM; recombinant MKP-3 phosphatase activity, fluorescence; higher % means a stronger effect; 0.17% of 110,000 active; in the data active = inhibition above about 50%;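 also: plate controls were vehicle for no effect and reference inhibitor for full effect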
# Hsp70 displacement: Hsp70 inhibitors, probe displacement, primary screen, biochemical, fluorescence polarization (AID 583); Heat shock 70 kDa protein 1A (Homo sapiens); Hsp70 fluorescence polarization probe displacement, mP; higher % means a stronger effect; displacement, % at 20 µM, or IC50 in µM where a hit was titrated; 0.06% of 140,000 active; in the data active = displacement above about 50%;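 also: plate controls were vehicle for no effect and reference ligand for full effect; a part of the inactive calls stands beside numbers as strong as those of hits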
# * = called active by the depositor; . = not tested or not shown; & = joins results of further samples. These rows are one share of the data; count on the stated rates, not on these rows.
SMILES,Rat MKP-3 inhibitors,Hsp70 displacement
Cc1c(C(=O)N2CCN(c3cccc(Cl)c3)CC2)cccc1[N+](=O)[O-],-1%,2.6%
COc1ccc2cc(C(=O)N3CCCCCC3)sc(=O)c2c1OC,7%,-2.3%
Cc1cc(O)c2c(C)c(Cc3ccccc3)c(=O)oc2c1,4%,-1.2%
O=C(Nc1ccccc1)Nc1nnc(Cc2cccc(Br)c2)s1,1%,-4.5%
COc1cccc(-n2nc3c(-n4ncc(C#N)c4N)nnc(C)c3c2C)c1,.,4.5%
O=C(Cc1cccc2ccccc12)NCCOc1ccccc1Cl,2%,-0.4%
O=C1CCCC2=C1C(c1ccc(Cl)cc1)Nc1ccc(C(=O)c3ccccc3)cc1N2 (stereo not given),5%,-9.9%
CCSc1nc(N2CCOCC2)c2ccccc2n1,-7%,-0.5%
O=C(CN1C(=O)c2ccccc2S1(=O)=O)NC1CCCCCC1,-7%,7.0%
CCOc1ccc(OC(=O)c2cccnc2)cc1,-4%,21%
COCCCNC(=O)C(C#N)c1nc2ccccc2nc1N1CCCC1 (stereo not given),8%,13%
CC1CCCCN1CCNC(=O)CC1Oc2ccccc2NC1=O (stereo not given),-1%,9.4%
O=C(OCCOCCN=C1NS(=O)(=O)c2ccccc21)C1CC(=O)N(c2ccccc2)C1 (stereo not given),-6%,4.3%
O=C(CSc1nc2ccc([N+](=O)[O-])cc2s1)NCC1CCCO1 (stereo not given),2%,0.2%
Cn1ncc(C#N)c1NC(=O)c1nn2cccnc2c1Cl,-9%,3.2%
CC(C)CNS(=O)(=O)c1ccc(CCC(=O)N2CCOCC2)cc1,-2%,1.9%
COCCNC(=O)C(=O)Nc1ccccc1C,2%,-1.2%
N#Cc1c(-c2ccc(Cl)cc2)nc2n(c1=O)CCCS2,.,-0.9%
COc1cc(OC)c(OC)cc1CN1CCN(S(=O)(=O)c2ccc(F)cc2)CC1,.,1.5%
Clc1ccccc1-c1nn2c(COc3ccccc3)nnc2s1,0%,-4.6%
CCN1CCN(c2ncnc3c2nnn3Cc2ccccc2)CC1,1%,-0.3%
COc1ccc(/C=C/C(=O)n2nc(C)cc2C)cc1OC,1%,4.4%
COc1ccc(C(=O)NCc2nnc(SCC(=O)Nc3cc(C)cc(C)c3)o2)cc1OC,-2%,0.9%
COC(=O)CC[C@@H](C(=O)O)N1C(=O)c2ccccc2C1=O,9%,0.5%
CC(=O)Nc1ccc(NC(=O)COC(=O)Cc2cccs2)cc1,.,-6.2%
O=C1C2CCCC1C(c1ccccc1)NC2c1ccccc1 (stereo not given),-1%,3.3%
COc1ccccc1N1CCN(Cc2ccco2)CC1,4%,-1.1%
CCCCOc1ccc(CSc2nncn2N)cc1,-8%,-3.7%
Cc1[nH]c2ccccc2c1CCC(N)=O,-8%,4.0%
Cc1nn(Cc2c(Cl)cccc2Cl)c(C)c1C(=O)NCc1ccc(C)n1C,.,8.1%
O=C1CC(c2ccc(F)cc2)CC(O)=C1C=NCCN1CCN(C(=O)Nc2ccccc2)CC1 (stereo not given),-1%,92%
CCOC(=O)/C=C/S(=O)(=O)c1ccc(NC(C)=O)cc1,-9%,6.2%
Cc1cc(=O)oc(C)c1C(=O)OCC(=O)c1ccc(Cl)cc1,.,-2.6%
COC(=O)c1c(NC(=O)c2cccc([N+](=O)[O-])c2)sc2c1C(C(=O)OC)CC2 (stereo not given),4%,6.0%
CN1C(=O)CS(=O)c2ccc(C(=O)NCCC3=CCCCC3)cc21 (stereo not given),-10%,-1.1%
COc1ccc(N2C(=O)C3CC(C)=C(C)CC3C2=O)c(OC)c1 (stereo not given),2%,.
COc1cccc(OCCCCN2CCC(C)CC2)c1,-3%,3.1%
Oc1c(Cl)cc(Cl)cc1/C=N/Nc1nc(-c2ccc(Br)cc2)cs1,9%,6.0%
CCOC(=O)CCCCC(=O)c1[nH]c(=O)[nH]c1CSc1nc(C)cc(C)n1,0%,-5.5%
CCC(C)NC(=O)Nc1ccc2c(c1)N(C)C(=O)c1ccccc1S2 (stereo not given),.,3.8%
COc1ccccc1-c1nnc(SCC(=O)NCc2c(C)c(Cl)cc(C(C)C)c2O)o1,-13%,5.0%
N/C(Cc1ccc([N+](=O)[O-])cc1)=N\OC(=O)c1ccccc1Br,-1%,0.2%
COc1ccc(C(=O)CSc2nc(N)cc(=O)[nH]2)cc1[N+](=O)[O-],0%,0.0%
O=C(Nc1ccccc1Cl)c1ccn[nH]1,.,3.9%
CN(C)Cc1c(O)ccc2c3c(c(=O)oc12)CCCCC3,.,10%
Cc1[nH]c2c(Cl)cccc2c(=O)c1CN(C)Cc1ccccc1,1%,-2.5%
CC(C)c1nc2ccc(NC(=O)C34CC5CC(CC(C5)C3)C4)cc2[nH]1,.,1.5%
CCC(CC)C(=O)N1CCN(Cc2ccc3c(c2)OCO3)CC1,.,2.6%
Nc1nnc(N2CCCCC2)s1,-7%,0.6%
Cc1cc2ncn(C(=O)c3ccc(F)cc3)c2cc1C,1%,3.1%
CN(C)/C=C1\N=C(c2cccs2)OC1=O,4%,-0.4%
CCOC(=O)c1sc2nc3c(cc2c1N)COC(C)(CC)C3 (stereo not given),.,-2.6%
COC(=O)N/N=C/c1ccc([N+](=O)[O-])o1,.,2.8%
O=C(NC1C=CS(=O)(=O)C1)c1sc2ccccc2c1Cl (stereo not given),-7%,-0.8%
COc1ccc(OC)c(C2=C/C(=C/c3ccccc3[N+](=O)[O-])C(=O)O2)c1,-2%,3.1%
CN1CCN(C(=O)c2ccc(COc3ccc(C(C)(C)C)cc3)o2)CC1,.,-2.1%
Cc1ccn(C(=O)c2cc3cc(Cl)ccc3oc2=O)n1,.,-5.7%
Cc1cc(C(=O)CSc2nc3ccccc3n2C)c(C)n1C,.,0.0%
CCOC(=O)c1cc2sc(C)cc2n1CC(=O)Nc1ccc2c(c1)OCCO2,6%,3.4%
O=c1/c(=C/c2cc([N+](=O)[O-])ccc2Cl)sc2nc3ccccc3n12,-1%,-0.3%
# Remaining list, next part.
SMILES,Rat MKP-3 inhibitors,Hsp70 displacement
COC(=O)c1ccc(CSc2nc3ccccc3c(=O)n2Cc2ccco2)o1,0%,6.1%
Cc1ccc(C2C3=C(NCCN=C3c3ccccc3)C(=O)N2c2ccccc2)cc1 (stereo not given),.,1.0%
Cc1cc(C)nc(SCC(=O)Nc2ccccc2F)n1,1%,-4.2%
O=C(c1sc2ccccc2c1Cl)N1CCC(Cc2ccccc2)CC1,0%,-1.1%
CC(C)CN1C(=O)c2ccc(C(=O)Nc3ccc(C(C)C)cc3)cc2C1=O,-1%,0.9%
O=C(Nc1ccc(I)cc1Cl)c1cccnc1,4%,0.1%
COc1cc(NC(=O)COc2ccccc2[N+](=O)[O-])ccc1NC(=O)c1ccco1,12%,1.0%
CCN(CC)S(=O)(=O)c1ccc(NCc2ccccc2)nc1,-12%,-4.6%
CC(=O)OCCn1c(Br)nc2c1c(=O)[nH]c(=O)n2C,-6%,-2.1%
CC(=O)NC(c1cccc([N+](=O)[O-])c1)c1c(OC(C)=O)ccc2ccccc12 (stereo not given),.,-1.1%
CCS(=O)(=O)n1nc(-c2ccccc2)nc1SC,.,3.3%
COC(=O)CSc1nc2sc3c(c2c(=O)n1-c1ccccc1)CC(C)CC3 (stereo not given),2%,2.1%
CCCCCSc1nc(N2CCOCC2)c2c(c1C#N)CC(C)(C)OC2,6%,0.3%
Cc1ccc(-n2nnc3c(=O)n(CC(=O)N4CCC(C)CC4)cnc32)cc1,-2%,-1.9%
COc1cc(OC)cc(C(=O)N2CCN(Cc3ccccc3C(F)(F)F)CC2)c1,-11%&1%,3.0%&1.5%
COc1cc(-c2nc(-c3ccc(NC(=O)c4ccc5c(c4)OCO5)cc3)no2)cc(OC)c1OC,4%,-8.4%
CC(NC(=O)CSc1nc2ccc(N3C(=O)c4ccccc4C3=O)cc2s1)c1ccccc1 (stereo not given),7%,-0.7%
CCCOc1ccc(N2C(=O)CC(N(Cc3ccco3)C(=S)Nc3ccccc3)C2=O)cc1 (stereo not given),2%,0.0%
Cc1cccc(NC(=O)CSc2nnc(-c3ccncc3)n2C)c1,-5%,-0.8%
NNC(=O)COc1cccc2cccnc12,.,-3.0%
CCCOc1ccc(N2C(=O)CC(N(CCc3ccc(S(N)(=O)=O)cc3)C(C)=O)C2=O)cc1 (stereo not given),.,5.2%
Cc1noc(C)c1COc1cccc(C(=O)Nc2ccc(OCc3ccccc3)cc2)c1,.,3.2%
N#Cc1c(NC(=O)c2ccc(Br)o2)n(-c2ccccc2)c2nc3ccccc3nc12,97µM*,9.7%
CC(C)c1ccc(NC(=O)CN(c2ccc(Br)cc2)S(C)(=O)=O)cc1,0%,-3.3%
Cc1ccc(NCCNc2ccc(C)cc2)cc1,-3%,5.7%
COc1cccc(OCC(=O)Nc2ccccc2C(N)=O)c1,-1%,0.9%
COc1ccc(NC(=O)c2c(F)c(F)c(F)c(F)c2F)cc1Cl,-12%,0.0%
O=C(NCc1cccnc1)c1cn(-c2ccccc2)nc1-c1cccs1,-17%,-4.2%
CC(=O)NC1CC2CCCC(C1)N2CC(=O)Nc1ccccc1 (stereo not given),1%,2.7%
CCCC(=O)c1cc(F)c(N2CCN(C(=O)OCC)CC2)cc1C,-8%,2.2%
CCOc1ccc(S(=O)(=O)N(CC(=O)O)c2ccccc2)cc1,-14%,9.4%
COc1ccccc1CNC(=O)c1ccc(F)cc1,-1%,-1.4%
CCCOc1ccc(Cn2ccnc2)cc1[N+](=O)[O-],0%,5.6%
CC1=C(/C=C/C(C)=C/C=C/C(C)=C/C(=O)O)C(C)(C)CCC1,-6%,.
O=C(OCCCC(=O)N1CCOCC1)c1ccccc1,-6%,3.6%
CC1Cc2ccccc2N1C(=O)c1cc2sccc2n1Cc1ccccc1 (stereo not given),.,-1.1%
CCN1C(=O)/C(=C\c2ccc(N(C)C)c(Br)c2)SC1=S,3%,-1.4%
Cc1cccc(C(=O)Nc2ncc(CN3CCOCC3)s2)c1,3%,0.1%
CCOCCCNC(=O)C(c1ccc(C)cc1)N(Cc1ccc2c(c1)OCO2)C(=O)CNC(C)=O (stereo not given),9%,3.6%
Cc1ccc(S(=O)(=O)Nc2nc3ccccc3nc2NCc2ccco2)cc1,-4%,10%
CCOc1cc(C2C3=C(CC(C)(C)CC3=O)OC3=C2C(=O)CC(C)(C)C3)cc(Br)c1O,2%,-0.7%
O=C(c1cccc([N+](=O)[O-])c1)c1ccc2c(c1)C(=O)N(c1ccc(Cl)cn1)C2=O,2%,4.8%
CCOc1ccc(N2C(=O)CC(N3CCC(C(N)=O)(N4CCCCC4)CC3)C2=O)cc1 (stereo not given),-3%,-2.0%
COc1ccc(OCc2nc(N)nc(Nc3cccc(C)c3C)n2)cc1,-7%,1.1%
COc1ccccc1C/C(N)=N/OC(=O)c1ccccc1Br,3%,-1.8%
CCCOc1ccc(N2C(=O)CC(N3CCC(C(=O)OCC)CC3)C2=O)cc1 (stereo not given),-17%&0%,-1.6%&1.3%
COc1cc(OC)c(NC(=O)CS(=O)(=O)Cc2nc(-c3ccc(C)cc3)oc2C)cc1Cl,-10%,7.5%
COC(=O)c1ccccc1NC(=O)c1c(Br)cnn1C,.,-0.6%
O=C(/C=C/c1ccccc1Cl)Nc1cc(Cl)c(Cl)cc1Cl,5%,-0.8%
COc1ccc(C2CC(=O)C3=C(C2)Nc2ccccc2NC3c2coc3ccccc3c2=O)cc1OC (stereo not given),1%,4.8%
Cn1c(=O)c2c(-c3ccccc3F)c3c(nc2n(C)c1=O)-c1ccccc1C3O (stereo not given),.,5.2%
Cc1ccc(CNC(=O)CSc2c3c(nc4ccc(Cl)cc24)CCCC3)o1,.,1.9%
O=S(=O)(NCCc1cn2ccccc2n1)c1cccs1,-13%,.
Cc1cc2oc(C(=O)N(Cc3ccco3)C3CCS(=O)(=O)C3)cc(=O)c2cc1Cl (stereo not given),-4%,4.1%

# 18 neighbouring records from above:
SMILES,Rat MKP-3 inhibitors,Hsp70 displacement
N#Cc1c(NC(=O)c2ccc(Br)o2)n(-c2ccccc2)c2nc3ccccc3nc12,97µM*,9.7%
CC(C)c1ccc(NC(=O)CN(c2ccc(Br)cc2)S(C)(=O)=O)cc1,0%,-3.3%
Cc1ccc(NCCNc2ccc(C)cc2)cc1,-3%,5.7%
COc1cccc(OCC(=O)Nc2ccccc2C(N)=O)c1,-1%,0.9%
COc1ccc(NC(=O)c2c(F)c(F)c(F)c(F)c2F)cc1Cl,-12%,0.0%
O=C(NCc1cccnc1)c1cn(-c2ccccc2)nc1-c1cccs1,-17%,-4.2%
CC(=O)NC1CC2CCCC(C1)N2CC(=O)Nc1ccccc1 (stereo not given),1%,2.7%
CCCC(=O)c1cc(F)c(N2CCN(C(=O)OCC)CC2)cc1C,-8%,2.2%
CCOc1ccc(S(=O)(=O)N(CC(=O)O)c2ccccc2)cc1,-14%,9.4%
COc1ccccc1CNC(=O)c1ccc(F)cc1,-1%,-1.4%
CCCOc1ccc(Cn2ccnc2)cc1[N+](=O)[O-],0%,5.6%
CC1=C(/C=C/C(C)=C/C=C/C(C)=C/C(=O)O)C(C)(C)CCC1,-6%,.
O=C(OCCCC(=O)N1CCOCC1)c1ccccc1,-6%,3.6%
CC1Cc2ccccc2N1C(=O)c1cc2sccc2n1Cc1ccccc1 (stereo not given),.,-1.1%
CCN1C(=O)/C(=C\c2ccc(N(C)C)c(Br)c2)SC1=S,3%,-1.4%
Cc1cccc(C(=O)Nc2ncc(CN3CCOCC3)s2)c1,3%,0.1%
CCOCCCNC(=O)C(c1ccc(C)cc1)N(Cc1ccc2c(c1)OCO2)C(=O)CNC(C)=O (stereo not given),9%,3.6%
Cc1ccc(S(=O)(=O)Nc2nc3ccccc3nc2NCc2ccco2)cc1,-4%,10%

# Screens deposited in PubChem by Sanford-Burnham Center for Chemical Genomics.
